ERG Ets-DNA blk = blocks human ERG Ets domain binding to DNA; P11308; fluorescence polarization, His-ERG Ets domain / labelled DNA; Potency, µM (doses to about 76.9 µM), for the others: at the top dose FP activity, negative = inhibition, hits mostly inhibitors; hit rate 0.028% among 370,000; active means well fitted inhibition curve with a large enough effect in the polarisation, with a control signal flat; inconclusive means small, poorly fitted or top-dose-only effect, or effect the other way, or a change in a side signal; inactive means no such curve, though single readings can be large or run the other way; the % refers to the polarisation;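 further: polarization taken with two DNA probes labelled with fluorescein and Texas red; potency means the concentration at half of the fitted maximal effect; % of control where 0% means no effect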
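His-tagged ERG Ets domain (1 uM in the protein solution; 300mM KCl, 50mM Tris-HCl, 1mM EDTA, 1mM DTT, pH 7.5) received compound, then a probe mix of 5 nM fluorescein-DNA and 100nM Texas-615-DNA. Fluorescence polarization was read for both dyes.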
POLB inh = blocks human DNA polymerase beta activity. P06746. Pol beta primer extension/strand displacement, fluorescence kinetic. Potency, µM (top dose mostly 114 µM), for inactives: top-dose activity change, negative = inhibition, actives largely listed as inhibitors. hit rate 1.3% among 340,000. AID 485314; further: potency means the concentration at half of the fitted maximal effect; on the % scale 0 is the no-effect control and ±100 the full control effect
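Pol beta (10 nM) and compounds were preincubated 15 min at room temperature, then 50 nM substrate (final) started primer extension/strand displacement. Reads were taken at 0 and 10 min; concentration-response data were fitted to a four-parameter Hill equation.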
BLM inh = Bloom syndrome helicase (human) inhibition; recombinant BLM DNA unwinding, fluorescence dequenching; Potency, µM (top dose mostly 56.1 µM), for inactives: at the top dose activity change, negative = inhibition, actives largely listed as inhibitors; hit rate 0.2% among 350,000; AID 2528;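 further: potency means the concentration at half of the fitted maximal effect; plate controls were vehicle for no effect and no enzyme for full effect; nearly all actives have a fitted effect of over 35% in size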
12-LOX inh = blocks human arachidonate 12S-lipoxygenase; P18054; purified 12hLO, xylenol orange hydroperoxide absorbance; Potency, µM (titrated, usually from 108 µM), inactives show top-dose activity change, negative = inhibition, usual class: inhibitors; hit rate 1.1% among 580,000; AID 1671190; further: potency means the concentration at half of the fitted maximal effect; on the % scale 0 is the no-effect control and ±100 the full control effect
Target sequence (P18054 whole entry, looked up): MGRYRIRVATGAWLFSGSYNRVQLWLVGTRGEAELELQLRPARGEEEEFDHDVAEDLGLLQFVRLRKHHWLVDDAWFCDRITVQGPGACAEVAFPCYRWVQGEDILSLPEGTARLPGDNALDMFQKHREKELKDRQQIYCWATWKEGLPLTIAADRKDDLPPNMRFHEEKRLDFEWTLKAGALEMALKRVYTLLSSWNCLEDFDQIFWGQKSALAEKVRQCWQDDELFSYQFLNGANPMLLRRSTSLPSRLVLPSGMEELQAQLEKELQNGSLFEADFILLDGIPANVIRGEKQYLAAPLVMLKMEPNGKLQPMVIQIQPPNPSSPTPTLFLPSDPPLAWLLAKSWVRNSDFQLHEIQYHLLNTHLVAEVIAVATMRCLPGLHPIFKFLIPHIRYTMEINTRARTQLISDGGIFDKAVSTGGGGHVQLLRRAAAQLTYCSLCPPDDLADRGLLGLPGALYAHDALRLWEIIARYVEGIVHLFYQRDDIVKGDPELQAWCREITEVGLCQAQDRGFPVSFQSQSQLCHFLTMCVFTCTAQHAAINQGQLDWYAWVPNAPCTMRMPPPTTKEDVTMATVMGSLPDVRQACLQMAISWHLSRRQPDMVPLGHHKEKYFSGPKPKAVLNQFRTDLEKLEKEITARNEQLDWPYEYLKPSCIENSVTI
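Hydroperoxide product was detected by ferrous iron/xylenol orange as the 573 to 405 nm absorbance ratio. Arachidonic acid at 40 uM (final) was turned over for 30 min at room temperature by 150 nM human 12hLO, pH 7.0 Hepes buffer, after 15 min compound preincubation.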
Anesthetic bind = binds horse apoferritin like a general anesthetic; P02791; apoferritin/1-aminoanthracene competitive binding, fluorescence; Potency, µM (series often up to 77.5 µM), for inactives: at the highest dose activity change, negative = displacement, actives largely listed as inhibitors; hit rate 0.074% among 350,000; further: potency means the concentration at half of the fitted maximal effect; on the % scale 0 is the no-effect control and ±100 the full control effect; nearly all actives have a fitted effect of over 20% in size
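Horse-spleen apoferritin (10 uM) in 50% saturated 1-aminoanthracene in PBS was incubated 10 min at room temperature with compound. Fluorescence (ex 380, em 535 nm) was normalized to free and bound 1-AMA, with concentration-response fitted by a four-parameter Hill equation.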
Pol iota inh = inhibitors of human DNA polymerase iota. Q9UNA4. Pol iota fluorescent replication assay, 10 min. Potency, µM (doses to about 115 µM), inactives show at the highest dose activity, negative = inhibition, usual class: inhibitors. hit rate 1% among 390,000; further: potency means the concentration at half of the fitted maximal effect
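Pol iota at 10 nM preincubated 15 min with compounds at room temperature; reaction started with fluorescent substrate, 50 nM final. Fluorescence read kinetically at 0 and 10 min; buffer-only wells as negative control.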
APEX1 inh = APE1 (human) endonuclease inhibition. recombinant APE1, TAMRA/BHQ-2 abasic DNA cleavage fluorescence. Potency, µM (top dose mostly 65.8 µM), without a hit: top-dose activity change, negative = inhibition, hits mostly inhibitors. hit rate 0.35% among 350,000;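 further: potency means the concentration at half of the fitted maximal effect; plate controls were vehicle for no effect and reference inhibitor for full effect; nearly all actives have a fitted effect of over 55% in size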
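Quantitative HTS: incision of a TAMRA/BHQ-2 double-stranded substrate bearing a tetrahydrofuran abasic site by 0.75 nM APE1 raises fluorescence. Substrate 50 nM final, added after 15 min compound preincubation at room temperature; progress as third-minus-first kinetic read difference.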
POLK inh = DNA polymerase kappa (human) inhibition. purified Pol kappa, fluorescent DNA synthesis assay, 10 min. Potency, µM (titrated, usually from 107 µM), without a hit: at the top dose activity, negative = inhibition, usual class: inhibitors. Q9UBT6. hit rate 0.53% among 400,000; further: potency means the concentration at half of the fitted maximal effect; on the % scale 0 is the no-effect control and ±100 the full control effect
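Inhibition of 10 nM Pol kappa is measured by a fluorescent read-out at 0 and 10 min following addition of 50 nM substrate (final), with a 15-min room-temperature compound preincubation.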
TRHR ag = agonists of human TRH receptor; activation, % at 2 µM; hit rate 0.18% among 360,000; TRHR cells, calcium flux fluo-8, FDSS agonist mode; P34981; in the data active means activation above about 30%; further: 0% is about no effect
Target sequence (P34981 whole entry, looked up): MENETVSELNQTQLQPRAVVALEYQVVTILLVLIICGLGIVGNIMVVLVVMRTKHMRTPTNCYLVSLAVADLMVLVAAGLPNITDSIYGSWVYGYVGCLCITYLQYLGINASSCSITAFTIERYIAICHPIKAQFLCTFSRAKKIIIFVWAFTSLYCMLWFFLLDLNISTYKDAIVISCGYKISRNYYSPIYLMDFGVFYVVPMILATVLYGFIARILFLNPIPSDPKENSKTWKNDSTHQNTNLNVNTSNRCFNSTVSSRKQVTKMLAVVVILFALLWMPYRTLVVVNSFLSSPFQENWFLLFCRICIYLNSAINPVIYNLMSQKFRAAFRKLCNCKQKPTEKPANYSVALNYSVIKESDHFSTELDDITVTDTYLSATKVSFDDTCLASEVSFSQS
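Agonist-mode FDSS calcium read (Ex 480/Em 530, 1 s cycles) in 1536-well TRHR cells with fluo-8 dye, after 10-cycle baseline and 23 nL compound addition; TRH at EC20 (10 nM final) added afterwards for the enhancer phase.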
* hit, by the source's call; ? = inconclusive; / = no result given; & = joins results of further samples; [ ] = another dose, or the depositor's remark. Unless noted, the call rests on the fitted dose curve; in most records, active means well fitted curve in the direction sought with a large enough effect; inconclusive means small, poorly fitted or top-dose-only effect, or another doubt; inactive means no such curve, though single readings can be large; an effect the other way counts as inactive or inconclusive. Some of the compounds tested; the hit share may differ from the screen's.

Values run as follows: ERG Ets-DNA blk | POLB inh | BLM inh | 12-LOX inh | Anesthetic bind | Pol iota inh | APEX1 inh | POLK inh | TRHR ag
CCOC(=O)c1cnn(CCOC(=O)c2cccs2)c1NC(=O)c1cccs1
    2% | 30% | 5% | 13% | -12% | 16% | -7% | -9% | -0.1
NS(=O)(=O)c1ccc2nc(NC(=O)c3ccc(Br)o3)sc2c1
    2% | 0% | -10% | -6% | -14% | ? | ? | -30% | 0.2
O=C(COC(=O)c1oc2ccccc2c1CSc1ccc(Cl)cc1)NC1CCCC1
    -4% | -2% | -10% | -13% | -1% | -23% | -6% | -4% | 0.5
COc1ccc2nc(C)cc(SCC(=O)N/N=C/c3c(OC)ccc4ccccc34)c2c1
    -12% | -11% | -25% | 5% | 5% | 12% | 9% | -5% | -0.2
Cn1cccc1C(=O)N1CCC2(CC1)CN(c1ccncc1)C2
    / | / | 4% | -4%[57.4 µM] | / | / | 8% | -9%[60.1 µM] | /
O=C(c1cc([N+](=O)[O-])ccc1N1CCOCC1)N1CCN(c2ccccc2)CC1
    / | 5% | 0% | 91%[activator] | -11% | / | -8% | / | 0.2
COc1ccccc1CNC(=O)Cn1c(=O)nc(-c2ccccc2)c2ccccc21
    2% | 18% | 1% | -16% | 31%[activator] | 32%[activator] | / | -8%[60.1 µM] | -1.2
COc1cc(C2CC(=O)Nc3ccc4ccccc4c32)ccc1OC(=O)C(C)C (centres undefined)
    0% | -30% | -8% | -28% | ? | ? | / | -21% | 2.4
CSc1ncccc1C(=O)N1CCCC(C(=O)c2cc(F)ccc2F)C1 (centres undefined)
    -21% | 12% | -3% | -13% | -14% | -9% | 2% | -8% | -0.4
CC1Cc2ccccc2N1CC(=O)NC(=O)NCc1ccccc1 (centres undefined)
    -5% | -2% | -5% | -14% | -22% | 1% | -9% | -16% | 0.3
CCc1ccc(NC(=O)CSc2nc(-c3cccc(OC)c3)nc3c2Cc2c(CO)cnc(C)c2O3)cc1
    2% | ? | -6% | -4% | 6% | ? | / | -3% | -1.8
CC1(C)CC(NC(=O)c2ccc(Cl)cc2)CC(C)(C)N1
    -8% | -4% | -3% | -41% | -4% | 156%[activator] | 14% | -3% | 0.3
COc1ccc(C(Nc2ccccn2)c2c(NC(=O)c3ccco3)sc(C)c2C)cc1OC (centres undefined)
    0% | 1% | -9% | 0% | -5% | 30% | -5% | -5% | 0.4
Cc1ccc(CSc2nc(=O)c3c(C)cc(C)nc3n2C2CC2)cc1
    -2% | -10% | -4% | ? | 40%[activator] | 8% | / | -3%[60.1 µM] | -0.8
Cc1noc(C)c1-c1nccc(N(C)Cc2ccco2)n1
    / | / | 0% | ? | / | / | 1% | -4%[60.1 µM] | /
CCOc1ccccc1Nc1ccc2cc(S(=O)(=O)N3CCCCC3)ccc2n1
    -5% | 0% | -8% | ? | 440%[activator] | 9% | / | -2% | 0.0
CCc1nc2nc(C)c(NS(=O)(=O)c3ccc(Cl)cc3)c(=O)n2[nH]1
    -5% | 76% | -8% | -5% | -2% | -3% | -5% | -10% | 0.9
c1ccc(-c2ccc(OCCCNC3CCCC3)cc2)cc1
    1% | 5% | 4% | ? | ? | 103%[activator] | -3% | -8% | 1.7
Cc1c(N(C(=O)c2cc(=O)[nH]c3ccccc23)C(C)C)c(=O)n(-c2ccccc2)n1C
    / | -1% | 2% | -4%[57.4 µM] | -12% | 16% | 1% | 2% | 0.1
Cc1ccc(NC(=O)Nc2ccc(F)c(Cl)c2)cc1
    1% | 9% | -5% | 8% | 0% | 21% | 1% | 10% | 1.0
Cc1cc(C)c(NC(=O)COc2ccccc2C(=O)Nc2ccc3c(c2)oc2ccccc23)c(C)c1
    -2% | -2% | -3% | -4% | -4% | 6% | 3% | -18% | 0.6
COc1ccc(S(=O)(=O)N2CCC(C(=O)NCCN3CCOCC3)CC2)cc1
    -1% | 25% | 0% | 2% | -5% | -28% | 39% | 1% | 0.7
COc1ccccc1CN(C)C(=O)C1COc2ccccc2O1 (centres undefined)
    -6% | -5% | -3% | 0% | -12% | 8% | 18% | -9% | -1.8
Cn1nc(-c2ccc(C(=O)Nc3ccc(F)cc3)cc2)c2ccccc2c1=O
    9%&-3% | 16µM* | ? | ? | -4%&-6% | ? | 1% | -12%&-21% | -0.2&4.3
CCc1ccc(S(=O)(=O)c2cn(Cc3ccccc3F)c3cc(OC)c(OC)cc3c2=O)cc1
    1% | 2% | -8% | -1% | ? | 16% | / | -8% | -0.2
Cc1c(NC(=O)c2cccc(NC(=O)Cc3ccc(Cl)cc3)c2)c(=O)n(-c2ccccc2)n1C
    4% | / | / | -5% | / | -7% | 15% | -4% | -0.2
CCOc1ccc2nc(Cl)c(C3CC(c4ccc(C)cc4)=NN3C(=O)CCC(=O)O)cc2c1 (centres undefined)
    -2% | ? | ? | -8% | -5% | ? | / | -34% | -0.3
COC(=O)c1ccccc1NC(=S)NC(=O)c1ccccc1F
    4% | 93% | -2% | ? | -4% | 5% | ? | -2% | 0.0
Cc1cc(-c2ccccc2)c2c(=O)[nH][nH]c2n1
    -5% | 0% | 2% | ? | -4% | 79µM* | 2% | -9% | -0.2
CN(C)S(=O)(=O)c1ccc(Cl)c(NC(=O)COC(=O)c2ccc(O)cc2)c1
    5% | 0% | -8% | -2% | -5% | 111%[activator] | -5% | -9% | -0.6

Individual results from the results shown.
`COc1cc(C2CC(=O)Nc3ccc4ccccc4c32)ccc1OC(=O)C(C)C` (centres undefined) in BLM inh is listed with -8%
`Cc1ccc(NC(=O)Nc2ccc(F)c(Cl)c2)cc1` in TRHR ag is listed with 1.0

Going on with the list:
Values run as follows: ERG Ets-DNA blk | POLB inh | BLM inh | 12-LOX inh | Anesthetic bind | Pol iota inh | APEX1 inh | POLK inh | TRHR ag
COc1ccc(OCC(=O)N(Cc2cccs2)c2ccc(OC)cc2)cc1
    1% | -19% | -5% | 0% | 4% | 36%[activator] | / | -10% | 0.1
CCOC(=O)c1c(C)n(-c2ccccc2)c2ccc(OC(=O)c3cccc(Cl)c3)cc12
    -3% | -1% | -5% | 0% | -14% | 45%[activator] | / | 11% | -0.9
COc1ccc(-n2c(N)c(C(=O)NCc3ccco3)sc2=S)cc1
    -7% | 16% | -2% | -19% | ? | 7% | -6% | -8% | -1.3
Cc1cc(C(=O)Nc2cnc3ccccc3c2)ccc1[N+](=O)[O-]
    1% | 3% | 1% | 7% | -5% | 71%[activator] | 2% | 4% | -0.3
CCN(CC)S(=O)(=O)c1ccc(N2CCOCC2)c(NC(=O)COc2ccccc2C#N)c1
    0% | 7% | -3% | -6% | 3% | 22% | -2% | 7% | -0.7
CCOC(=O)c1cc(C(=O)NCc2ccc(Cl)cc2Cl)nn1C
    2% | 13% | -2% | -25% | 6% | ? | 7% | -17% | -0.2
NC(=O)c1nn2c(C(F)(F)F)cc(-c3ccc(Br)cc3)nc2c1Cl
    -4% | 14% | -3% | 5% | 7% | 29% | / | -5%[60.1 µM] | -0.9
Cc1ccc(OCCNC(=O)c2ccc(NC(=O)CC3SC(N4CCCC4)=NC3=O)cc2)cc1 (centres undefined)
    6% | / | / | 6% | / | 5% | 33% | -4% | -0.1
COc1ccc(OC)c(NC(=O)C2CCCCC2)c1
    4% | 26% | 1% | 1% | -9% | 7% | 0% | -7% | 0.1
COCC1CCN(Cc2cn(C)nc2-c2cccc(Cl)c2)C1 (centres undefined)
    3% | 0% | -6% | -3% | -2% | 94%[activator] | 4% | 0% | 0.1
O=c1cc(CNc2cc(C(F)(F)F)cc(C(F)(F)F)c2)nc2sccn12
    -6% | 4% | -8% | ? | -17% | ? | 2% | -1% | -0.2
CSC1=NCCN1C(=O)c1ccc(S(=O)(=O)N2CCCC2)cc1
    -4% | 1% | 2% | 0% | 26% | -6% | -9% | -5% | -1.0
CCOc1ccc(NC(=O)CN(C)C(=O)c2c(-c3ccccc3Cl)noc2C)cc1OCC
    -3% | / | / | 19% | / | 19% | -4% | -20% | 0.3
CCCCN(C(=O)CSc1nncn1-c1ccccc1OC)c1c(N)n(Cc2ccccc2)c(=O)[nH]c1=O
    -1% | ? | -11% | 6% | -22% | 33%[activator] | -4% | -16% | 0.0
c1ccc(Cn2nnnc2C(c2cccnc2)N2CCN(C3CCCCC3)CC2)cc1 (centres undefined)
    / | -3% | 1% | 7% | 0% | 8% | 3% | -9%[60.1 µM] | 2.1
Oc1cccc(C(=S)N2CCN(Cc3ccccc3)CC2)c1
    -1% | -22% | -3% | ? | -11% | 4% | -2% | -7% | 0.0
COCCNC(=O)c1ccc(N2CC3CC(C2)c2cccc(=O)n2C3)c(NC(=O)c2ccc(F)cc2)c1 (centres undefined)
    -2% | 1% | -2% | 12% | -1% | -8% | 6% | -4% | 1.0
O=C(Nc1ccccc1)N(Cc1ccccc1)Cc1ccccc1
    -2% | 16% | -5% | 14% | -8% | 0% | -2% | -9% | 0.5

Entries of single compounds, quoted from the list. Order of values: ERG Ets-DNA blk	POLB inh	BLM inh	12-LOX inh	Anesthetic bind	Pol iota inh	APEX1 inh	POLK inh	TRHR ag
CCOC(=O)c1cc(C(=O)NCc2ccc(Cl)cc2Cl)nn1C across the screens: 2%	13%	-2%	-25%	6%	?	7%	-17%	-0.2
c1ccc(Cn2nnnc2C(c2cccnc2)N2CCN(C3CCCCC3)CC2)cc1 (centres undefined) across the screens: /	-3%	1%	7%	0%	8%	3%	-9%[60.1 µM]	2.1
CCCCN(C(=O)CSc1nncn1-c1ccccc1OC)c1c(N)n(Cc2ccccc2)c(=O)[nH]c1=O across the screens: -1%	?	-11%	6%	-22%	33%[activator]	-4%	-16%	0.0
